IMPase cell inh: qHTS Assay for Identifying the Cell-Membrane Permeable IMPase Inhibitors; CHO-M1 cells, IP1 accumulation, HTRF TR-FRET ratio; inhibition (IP1 accumulation), % at 46.1 µM; 120,000 tested, under 10 active; active = well fitted curve in the direction sought with a large enough effect in the signal ratio, not every such curve was filed as active; inconclusive = small, poorly fitted or top-dose-only effect, or a change in a side signal; inactive = no such curve, though single readings can be large or run the other way; the % refers to the signal ratio;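 note: cells stimulated with carbachol in lithium chloride buffer; plate controls were DMSO basal wells for no effect and reference inhibitor wells for full effect; higher means more IMPase inhibition seen as more IP1 and lower FRET ratio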
Target sequence (P97697 whole entry, looked up): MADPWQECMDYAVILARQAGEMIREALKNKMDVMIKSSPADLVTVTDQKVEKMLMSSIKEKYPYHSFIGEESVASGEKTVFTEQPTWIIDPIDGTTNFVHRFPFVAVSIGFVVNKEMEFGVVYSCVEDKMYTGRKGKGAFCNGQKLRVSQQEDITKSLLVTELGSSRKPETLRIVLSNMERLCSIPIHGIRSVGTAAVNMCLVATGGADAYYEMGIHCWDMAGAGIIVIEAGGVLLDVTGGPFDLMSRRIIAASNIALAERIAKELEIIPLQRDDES
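Carbachol-driven Gq signalling in CHO-M1 cells (2000/well) generates IP1. Compounds that block IMPase raise IP1 and so reduce the FRET signal from Eu-anti-IP1 and d2-IP1 after a 10 min room-temperature lysis.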
ALOX15B inhib: qHTS Assay for Inhibitors of 15-hLO-2 (15-human lipoxygenase 2); purified 15hLO-2, xylenol orange hydroperoxide absorbance; Potency, µM (series often up to 57.1 µM), without a hit: top-dose activity change, negative = inhibition, hits mostly inhibitors; 110,000 compounds, 0.56% hits; AID 881, 2007; note: potency is the fitted concentration of half-maximal effect; nearly all actives have a fitted effect of over 60% in size; many of its hits are not listed in these tables
Target sequence (O15296 whole entry, looked up): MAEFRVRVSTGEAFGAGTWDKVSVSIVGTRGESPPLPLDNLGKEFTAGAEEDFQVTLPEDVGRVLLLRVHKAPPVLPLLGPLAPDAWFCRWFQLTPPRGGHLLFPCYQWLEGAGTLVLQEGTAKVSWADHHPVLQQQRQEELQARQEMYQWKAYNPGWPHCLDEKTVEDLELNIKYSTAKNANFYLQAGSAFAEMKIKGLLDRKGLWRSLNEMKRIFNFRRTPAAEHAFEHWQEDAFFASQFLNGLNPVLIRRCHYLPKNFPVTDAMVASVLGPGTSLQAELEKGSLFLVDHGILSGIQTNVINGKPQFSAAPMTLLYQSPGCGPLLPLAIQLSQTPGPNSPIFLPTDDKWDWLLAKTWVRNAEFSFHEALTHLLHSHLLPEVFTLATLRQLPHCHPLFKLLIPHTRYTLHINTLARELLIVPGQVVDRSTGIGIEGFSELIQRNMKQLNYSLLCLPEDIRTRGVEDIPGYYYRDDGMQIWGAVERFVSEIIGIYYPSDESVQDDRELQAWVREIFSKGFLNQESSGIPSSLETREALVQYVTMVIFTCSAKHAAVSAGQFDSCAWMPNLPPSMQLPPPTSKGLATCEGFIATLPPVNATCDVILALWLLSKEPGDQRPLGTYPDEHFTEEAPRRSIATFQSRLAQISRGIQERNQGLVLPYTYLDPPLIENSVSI
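Purified human 15hLO-2 (50 nM) preincubated 15 min with compound, then 45 uM arachidonic acid for 90 min at RT in 25 mM Hepes pH 7.5, 0.01% Triton X-100. Hydroperoxide detected by Fe-xylenol orange; 573/405 nm absorbance ratio.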
PNC inhibitor: High Content Assay for Compounds that inhibit the Assembly of the Perinucleolar Compartment | PC3M PTB-GFP, PNC prevalence imaging, 16 h; stronger effect = lower value | activity change (PNC), negative = inhibition, % at 10 µM | 140,000 compounds, 3.1% hits | AID 2417, 2010;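 active = readout at or below -70, meaning at least 70% loss of cells showing the perinucleolar compartment, a nuclear body marking cancer cells; inconclusive = readout between -30 and a set limit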;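 note: plate controls were DMSO wells for no effect and camptothecin positive control wells for full effect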
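Read-out is percentage of cells bearing a perinucleolar compartment, from automated 20x imaging of fixed, Hoechst-stained PC3M PTB-GFP cells. Cells were seeded 4 h, then exposed 16 h to compound (23 nl of library stock) in duplicate plates.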
ALOX12 inhib: qHTS Assay for Inhibitors of 12-hLO (12-human lipoxygenase). Polyunsaturated fatty acid lipoxygenase ALOX12 (Homo sapiens), P18054. 150,000 compounds, 0.12% hits. Potency, µM (titrated, usually from 57.1 µM), inactives show at the highest dose activity change, negative = inhibition, hits mostly inhibitors. purified 12-hLO, xylenol orange hydroperoxide absorbance; note: potency is the fitted concentration of half-maximal effect; nearly all actives have a fitted effect of over 55% in size; many of its hits are not listed in these tables
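150 nM 12hLO, 25 mM Hepes pH 7.0 + 0.01% Triton X-100; cpd preinc 15 min RT; 40 uM arachidonic acid, 30 min RT; Fe-XO 30 min; A573/A405 ratio as read-out.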
Numbers without * were called inactive; ? = inconclusive; . = no result given; & = joins results of further samples; [ ] = dose if it differs, or a comment. Unless noted, calls come from the whole dose curve; as a rule, active = well fitted curve in the direction sought with a large enough effect; inconclusive = small, poorly fitted or top-dose-only effect, or another doubt; inactive = no such curve, though single readings can be large; an effect the other way counts as inactive or inconclusive. Unless noted, % is set by controls: 0 for no effect and ±100 for the full control effect. Not all compounds are listed; count on the stated rates, not on these rows.

SMILES | IMPase cell inh | ALOX15B inhib | PNC inhibitor | ALOX12 inhib
O=c1c2cc(N3CCOCC3)ccc2[nH]c(=S)n1CC1CCCO1 (stereo not given) | -16 | 0% | 31 | -9%
Cc1c(C(=O)N2CCCCC2)nnn1-c1nonc1N | 3 | -1% | ? | 1%
CC(=O)Nc1nc2ccccc2n1Cc1ccccc1C | -2 | 3%[2.29 µM] | ? | -2%
O=C(O)CCSc1ncnc2nc[nH]c12 | . | -3%[11.4 µM] | . | -3%[11.4 µM]
NNC(=O)COc1ccccc1F | . | . | 18 | -3%
O=S(=O)(Nc1nc2ccccc2nc1N1CCN(c2ccccc2F)CC1)c1ccc(Cl)cc1 | -2 | -11% | 7 | 10%
O=C(OCc1cc2ccccc2[nH]c1=O)c1cccs1 | -3 | . | 1 | -5%
CC(=O)c1cccc(NC(=O)N2CCCC2C(=O)Nc2cccc(C)c2)c1 (stereo not given) | 4 | 3% | 13 | -4%
CC1CCCC(C)N1C(=O)COC(=O)c1ccc(O)cc1 (stereo not given) | -7 | -7% | ? | 4%
CCOc1cccc(-c2nc3cc(C)ccc3o2)c1 | 3 | 3% | -9 | -3%

Complete entries, looked up by structure. Screens in order: IMPase cell inh, ALOX15B inhib, PNC inhibitor, ALOX12 inhib
Shown for `CCOc1cccc(-c2nc3cc(C)ccc3o2)c1` = 3, 3%, -9, -3%
Shown for `O=c1c2cc(N3CCOCC3)ccc2[nH]c(=S)n1CC1CCCO1` (stereo not given) = -16, 0%, 31, -9%
Shown for `CC(=O)c1cccc(NC(=O)N2CCCC2C(=O)Nc2cccc(C)c2)c1` (stereo not given) = 4, 3%, 13, -4%
Shown for `O=C(OCc1cc2ccccc2[nH]c1=O)c1cccs1` = -3, ., 1, -5%
Shown for `CC(=O)Nc1nc2ccccc2n1Cc1ccccc1C` = -2, 3%[2.29 µM], ?, -2%

(listing goes on)
SMILES | IMPase cell inh | ALOX15B inhib | PNC inhibitor | ALOX12 inhib
COc1ccc(NC(=O)CSc2nc(C)cc(C(F)(F)F)n2)cc1 | 3 | 4% | 4 | 3%
COc1ccc(-c2nc(C#N)c(NCc3cccnc3)o2)cc1OC | 13 | ? | 57 | 6%
Cc1ccc2c(c1)c1c3n2CCCN(Cc2ccccc2)C3CCC1 (stereo not given) | 2 | 21% | ? | -3%
Cc1cc(SCC(=O)OCC(=O)N2CCN(C(=O)c3ccco3)CC2)c(C)cc1Br | -1 | 4%[2.29 µM] | -17 | 10%
Cc1c(NC(=O)C(C)Sc2nnc(-c3ccccc3)o2)c(=O)n(-c2ccccc2)n1C (stereo not given) | 0 | 2% | -16 | 0%
Cc1noc(C)c1C(=O)N1CCCc2ccccc21 | 10 | -19% | 26 | -6%
CC(C)c1nnc(NC(=O)CN(C)S(=O)(=O)c2ccc3c(c2)OCCO3)s1 | -6 | -1% | 19 | 0%
C=CC(=O)OCCOCCOCCOCCOC(=O)C=C | . | -3%&5% | . | -2%&1%
CCCCc1c(O)nc(SCC(=O)NC(C)(C)C)n(-c2ccccc2C)c1=O | 2 | -4% | ? | 8%
CC1(C(=O)NC2CCCCCCC2)CCC(=O)N1Cc1cccs1 (stereo not given) | 5 | 4% | 14 | 1%
O=C(/C=C/c1ccccc1)NC(NC(=S)Nc1cccc(O)c1)C(Cl)(Cl)Cl (stereo not given) | . | . | 0 | ?
CNC(=O)c1cc(C)c(-c2ccccc2)s1 | -7 | -8% | ? | 2%
CC1=C(C(=O)Nc2ccccc2)C2(CCCCC2)C(C#N)=C(SCC(N)=O)N1 | 0 | 3% | 21 | -5%
O=C(Cn1cc(C(=O)c2ccco2)c2ccccc21)NC1CCCC1 | ? | -17% | ? | -11%
O=c1[nH]c(/C=C/c2ccccc2[N+](=O)[O-])nc2ccccc12 | -1 | . | 14 | 0%
COC(=O)C1=C(C)NC(=O)C1(NS(=O)(=O)c1ccc(C)cc1)C(F)(F)F (stereo not given) | 6 | 7% | ? | 4%
CCOc1ccc(N2C(=O)CS/C2=N/NC(=O)COc2ccc3ccccc3c2)cc1 | 0 | . | 94 | 5%
CN(Cc1ccccc1)Cc1nc2c(c(=O)n(C)c(=O)n2C)n1Cc1ccccc1Cl | 10 | 0% | -13 | 1%
CC1CCCCN1Cc1cnc(Cl)s1 (stereo not given) | -4[1.84 µM] | -18%[11.4 µM] | 15 | 3%
CCN1C(=O)N(c2ccc(Cl)cc2)C(C)=CC1(C)C | 0 | -2% | -6 | 12%
CCCn1c2c(c(O)c(C(=O)Nc3ncccc3O)c1=O)CCCC2 | -2 | 21% | ? | 5%
Cc1cccc(C)c1NC(=O)CN1CCN(CCCC(c2ccc(F)cc2)c2ccc(F)cc2)CC1 | 2[20.6 µM] | 48%[activator][25.6 µM] | . | -3%[25.6 µM]
Cc1ccc2cc(CN(Cc3nnnn3C3CCCCC3)CC3CCCO3)c(=O)[nH]c2c1 (stereo not given) | 7 | -13% | -10 | ?
NC(=NCc1ccc(Cl)c(Cl)c1)NC(=O)c1nc(Cl)c(N)nc1N | 5 | 37%[activator] | . | -7%
Cc1cc(NC(=O)CSc2nc3ccccc3c(=O)n2-c2ccccc2)no1 | 3 | -9% | ? | -3%
Cc1ccccc1Nc1c(-c2ccncc2)nc2ccc(Br)cn12 | . | . | ? | 2%
COC(=O)c1ccc(Oc2coc3cc(OCc4cnn(-c5ccccc5)c4)ccc3c2=O)cc1 | 7 | -13% | 65 | 10%
COc1ccc2[nH]c(=O)c(CN(CCc3ccccc3)C(C)=O)cc2c1 | 2 | ? | -12 | 2%
CCN(CC)CCNc1c2c(c(C#N)c3nc4ccccc4n13)CCCC2 | 18 | 28% | 32 | 2%
O=P(O)(CCc1ccccn1)CN1CCOCC1 | 6 | -4% | ? | -4%
CC1CC(=O)Nc2ccccc2N1S(=O)(=O)c1ccc(Br)cc1 (stereo not given) | 6[1.84 µM] | 5%[11.4 µM] | 12 | 1%
CC1Cc2cc(/C(O)=C3/C(=O)C(=O)N(Cc4ccco4)C3c3cccs3)ccc2O1 (stereo not given) | ? | 6% | -14 | -2%
CN=c1scc(C)n1/N=C/c1ccc2c(c1)OCO2 | 11 | 2% | ? | -6%
CCOc1cc(/C=N/N=C(N)N)ccc1OCc1ccc(Cl)cc1 | . | . | 4 | -2%
COC(=O)c1c(F)c(F)c(NCCO)c(F)c1F | 3 | 1% | 15 | 0%
Cc1nc(-c2ccccn2)sc1C(=O)Nc1ccc(Cl)c(Cl)c1 | 3 | 1% | ? | -12%
CCCCS(=O)(=O)c1sc2nc(C)cc(C)c2c1N | 2 | -4% | -26 | -2%
CCCc1nnc(NC(=O)CN2C(=O)c3ccccc3C2=O)s1 | 5 | 1% | ? | 6%
CN(C1CCCCC1)S(=O)(=O)c1ccc(NC(=O)c2ccco2)cc1 | ? | -10% | ? | -2%
CCN1CCN(C(c2nnnn2Cc2ccc3c(c2)OCO3)C(C)C)CC1 (stereo not given) | 16 | . | 331 | 10%

Compounds listed so far that contain a cyano group:
SMILES | IMPase cell inh | ALOX15B inhib | PNC inhibitor | ALOX12 inhib
COc1ccc(-c2nc(C#N)c(NCc3cccnc3)o2)cc1OC | 13 | ? | 57 | 6%
CC1=C(C(=O)Nc2ccccc2)C2(CCCCC2)C(C#N)=C(SCC(N)=O)N1 | 0 | 3% | 21 | -5%
CCN(CC)CCNc1c2c(c(C#N)c3nc4ccccc4n13)CCCC2 | 18 | 28% | 32 | 2%

New compounds follow.
SMILES | IMPase cell inh | ALOX15B inhib | PNC inhibitor | ALOX12 inhib
N#Cc1ccc(CN2CCCC3(CCN(C(=O)c4ccco4)CC3)C2)cc1 | . | 5% | . | -14%
CCn1c(COc2ccc(OC)cc2)nnc1SCC(=O)Nc1cc(OC)ccc1OC | 1 | 2% | 23 | 1%
O=c1cc(Cn2nnc(-c3ccc(Cl)cc3)n2)nc2sccn12 | -4 | 0% | ? | -5%
CCNC(=S)Nc1cc(Cl)ccc1Oc1ccccc1 | . | . | -8 | -9%
Cc1ccc2nc(NC(=O)C3CCCN(S(=O)(=O)c4cccc5nsnc45)C3)sc2c1 (stereo not given) | 7 | 4% | 0 | -14%
CSCCC(NS(=O)(=O)c1ccc(Cl)cc1)C(=O)OCc1c(Cl)cccc1Cl (stereo not given) | . | . | ? | -5%
Cc1csc(NC(=O)C2CCCN(S(=O)(=O)c3cccnc3)C2)n1 (stereo not given) | 5 | 4% | 2 | -1%
O=C(Cc1ccc(Cl)cc1)NN1C(=O)c2ccccc2C1=O | . | . | 37 | -3%
CCCCN1C(=O)c2ccc(C(=O)Nc3cccc(C)c3C)cc2C1=O | -4 | -3% | -19 | -3%
COCCNC(=O)Cn1c(=O)n(Cc2ccco2)c(=O)c2ccccc21 | -6 | 2% | -9 | 3%
Cc1ccc(NC(=O)C2CC(=O)NC(N3CCCCC3)=N2)cc1Cl (stereo not given) | 7 | 2% | ? | 2%
O=C(CNC(=O)c1cccc(F)c1)OCc1cc(=O)n2cc(Br)ccc2n1 | . | . | ? | -1%
CCOc1ccc(-c2nnc(NC(=O)c3ccc(OCC(C)C)c(OC)c3)o2)cc1 | -3 | 42%[activator] | 88 | 6%
CC(NC(=O)C(=O)NN=C1CCCCCCC1)c1ccccc1 (stereo not given) | -8 | -7% | ? | -1%
O=C(OCC(=O)N1CCC(Cc2ccccc2)CC1)c1ccc[nH]c1=O | 0 | 0% | -4 | 0%
Clc1ccc(-n2nnnc2CN2CCOCC2)cc1Cl | . | . | 31 | 0%
CN(Cc1ccccc1)C(=O)CCc1ccccc1 | . | . | ? | -1%
CCC(C)C(NC(C)=O)C(=O)NC(=O)NC(c1ccccc1)c1ccccc1 (stereo not given) | 8 | 0% | ? | 13%
COc1ccc(NC(=O)Nc2c(C)n(-c3ccccc3)c(=O)n2C)cc1OC | 4 | -1% | 16 | -7%
COc1ccccc1N1CCc2c(C)nc3c(OC)cccc3c21 | 1 | 11% | -1 | 0%
Cc1ccc(CC(=O)O/N=C(\N)c2cccc([N+](=O)[O-])c2)cc1 | . | . | -14 | -5%
Cc1csc(NC(=O)CSc2nnc3c4ccccc4nc(C(C)(C)C)n23)n1 | 4 | -10% | 32 | 5%
CC(C)=C1C2CCC1C(C(=O)NCCc1ccccc1)C2C(=O)O (stereo not given) | . | . | 54 | 0%
CCOC(=O)c1oc2c(c1C)/C(=N/O)CCC2 | 5 | 0% | -21 | -10%
Cc1c(NS(=O)(=O)c2cccc3nsnc23)c(=O)n(-c2ccccc2)n1C | -1 | . | -22 | 3%
CCOc1ccc(C2C(C(=O)Nc3ccc(F)cc3)=C(C)Nc3nc(CCCO)nn32)cc1 (stereo not given) | -1 | -2% | ? | 4%
Cc1ccc2c(c1)CCCN2C(=O)c1ccco1 | -4 | -1% | ? | -7%
Cc1ccc(C(=O)NC2c3ccccc3-c3ccccc32)cc1 | -4 | . | -6 | 2%
CCOC(=O)Nc1ccc(S(=O)(=O)NCc2ccccc2)cc1 | -2 | -7% | -3 | 1%

High-throughput results (PubChem)
